Source: PubChem BioAssay
TPT1 inhibitor: Candida albicans TPT1 enzyme inhibitors, primary screen, biochemical, fluorescence polarization | tRNA 2'-phosphotransferase TPT1 (Candida albicans SC5314) | recombinant caTPT1, FP RNA substrate dephosphorylation | inhibition, % at 5 µM | 0.81% of 300,000 active | AID 1962, 2009;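 active means inhibition above the mean of all tested compounds plus 3 SD, set per screening campaign, cut at about 24% in these data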;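 further: plate controls were DMSO alone for no effect and ferristatin control at 100 nM for full effect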
PP1 counter: PP1-alpha phosphatase inhibitors, primary screen, counter-screen for PP5 inhibitor project, biochemical, fluorescence, OMFP substrate, single point. Serine/threonine-protein phosphatase PP1-alpha catalytic subunit (Homo sapiens), P62136. inhibition, % at 6.7 µM. 0.9% of 320,000 active. purified PP1alpha;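 active means inhibition above the mean inhibition of all tested compounds plus 3 SD, computed separately for each screening campaign, cut at about 15% in these data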
Target sequence (P62136 whole entry, looked up): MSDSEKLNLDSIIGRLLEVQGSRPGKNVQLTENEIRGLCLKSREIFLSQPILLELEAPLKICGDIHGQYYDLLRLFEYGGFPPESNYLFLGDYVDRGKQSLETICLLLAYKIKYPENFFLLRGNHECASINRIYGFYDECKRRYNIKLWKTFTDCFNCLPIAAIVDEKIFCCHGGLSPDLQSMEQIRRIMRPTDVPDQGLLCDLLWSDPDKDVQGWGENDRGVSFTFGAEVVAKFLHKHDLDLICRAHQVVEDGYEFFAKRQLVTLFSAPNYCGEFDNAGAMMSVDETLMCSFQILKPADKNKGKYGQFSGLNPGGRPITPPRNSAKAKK
LYPLA2 inh: LYPLA2 inhibitors, primary screen, counter-screen for PME1 inhibitor project, biochemical, fluorescence polarization, FP-Rh probe ABPP; recombinant LYPLA2; Acyl-protein thioesterase 2 (Homo sapiens), O95372; inhibition, % at 5.9 µM; 0.38% of 320,000 active;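 active means inhibition above the screen-wide mean plus 3 SD, limit set per campaign, cut at about 26% in these data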;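 further: 0% = LYPLA2 with DMSO and 100% = wells lacking LYPLA2 enzyme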
CTSL1 counter: Fasciola hepatica cathepsin L1 inhibitors, primary screen, counter-screen for PFM18AAP inhibitor project, biochemical, QFRET, fluorogenic peptide substrate | recombinant F. hepatica cathepsin L1, Z-Leu-Arg-MCA fluorescence | inhibition, % at 5.96 µM | 0.49% of 300,000 active;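 active means inhibition above the mean of all tested compounds plus 3 SD, set per screening campaign, cut at about 17% in these data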;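 further: 0% = plate median of test compound wells and 100% = 1 µM Z-Phe-Ala-diazomethylketone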
core dimer inh: inhibitors of HCV core protein dimerization, primary screen, biochemical, TR-FRET, high-throughput. TR-FRET GST/Flag-core106 dimerization, 1536-well. inhibition, % at 5 µM. 0.33% of 300,000 active. AID 1899, 2009;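 active means inhibition above the mean of all tested compounds plus 3 SD, set per screening campaign, cut at about 45% in these data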
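System: GST/Flag-tagged HCV core106 proteins. Incubation: compound-protein-antibody incubation 4 h at 22.5 °C. Technique: HTRF with 340 nm excitation, 617/671 nm emission. Medium: KF-containing HEPES buffer, pH 7.45, DTT, CHAPS, BSA. Read-out: inhibition (%) from 671 over 617 nm ratio. Also added: Eu(K)-anti-GST 90 ng/mL plus XL665-anti-Flag 1 µg/mL.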
PREPL inh: PREPL enzyme inhibitors, primary screen, biochemical, fluorescence polarization; Prolyl endopeptidase-like (Homo sapiens), Q4J6C6; recombinant PREPL, fluorescence polarization activity-based probe; inhibition, % at 5.96 µM; 0.68% of 320,000 active; in the data active means inhibition above about 43%;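 further: 0% = enzyme with DMSO and 100% = wells lacking enzyme; many of its hits are not listed in these tables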
Target sequence (Q4J6C6 whole entry, looked up): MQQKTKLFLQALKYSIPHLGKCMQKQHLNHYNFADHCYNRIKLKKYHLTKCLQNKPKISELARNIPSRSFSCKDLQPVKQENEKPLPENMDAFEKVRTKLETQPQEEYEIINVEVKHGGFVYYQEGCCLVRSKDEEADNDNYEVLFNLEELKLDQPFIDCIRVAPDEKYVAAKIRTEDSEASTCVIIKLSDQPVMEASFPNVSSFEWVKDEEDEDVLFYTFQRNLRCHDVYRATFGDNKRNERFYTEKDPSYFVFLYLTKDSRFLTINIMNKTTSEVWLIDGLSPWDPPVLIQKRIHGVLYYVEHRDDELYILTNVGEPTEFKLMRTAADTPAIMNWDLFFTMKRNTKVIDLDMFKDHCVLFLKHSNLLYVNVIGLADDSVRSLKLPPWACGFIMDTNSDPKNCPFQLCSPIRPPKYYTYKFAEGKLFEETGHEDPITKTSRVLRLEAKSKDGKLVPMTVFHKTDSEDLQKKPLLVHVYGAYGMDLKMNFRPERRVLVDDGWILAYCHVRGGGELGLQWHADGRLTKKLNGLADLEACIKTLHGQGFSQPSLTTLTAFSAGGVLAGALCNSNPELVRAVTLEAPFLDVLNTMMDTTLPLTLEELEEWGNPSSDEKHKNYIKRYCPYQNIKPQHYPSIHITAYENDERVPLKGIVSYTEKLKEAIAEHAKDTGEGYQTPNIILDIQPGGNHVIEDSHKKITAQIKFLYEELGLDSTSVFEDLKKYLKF
PP5 primary: PP5 phosphatase inhibitors, primary screen, biochemical, fluorescence; Serine/threonine-protein phosphatase 5 (Homo sapiens), P53041; purified PP5c, OMFP substrate fluorescence; inhibition, % at 6.7 µM; 0.18% of 320,000 active;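 active means inhibition above the campaign's mean inhibition across all tested compounds plus 3 SD, cut at about 9.5% in these data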;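 further: 0% = DMSO only and 100% = 100 µM cantharidin control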
GASC-1 inh: inhibitors of GASC-1 histone demethylase, primary screen, biochemical, fluorescence, DELFIA europium; Lysine-specific demethylase 4C (Homo sapiens), Q9H3R0; GST-JMJD2C(1-420) H3K9me3 demethylation; inhibition, % at 2.35 µM; 0.069% of 330,000 active; AID 2099, 2009;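 active means more than half of a compound's replicate wells show inhibition beyond 50%, single wells judged on their own value; inconclusive means some, but no more than half, of replicates pass 50% inhibition; inactive means no replicate passes 50% inhibition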;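 further: signal counts dimethyl H3K9 product captured on neutravidin plate; 0% = median of DMSO wells and 100% = 0.3 times that DMSO median; strong numbers were not always called active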
Efflux pump mplx: inhibitors of Candida efflux pumps in yeast, primary screen, S. cerevisiae, Nile Red, multiplex | AID 485275, 2010 | inhibition, % at 10 µM | 0.44% of 330,000 active | S. cerevisiae Candida pump triplex;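 active means plate passing quality check with inhibition over a set limit, or well fluorescence over plate mean plus 4 SD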;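 further: Nile Red retained in pooled yeast measured as flow cytometry median fluorescence; 0% = buffer negative control and 100% = Enniatin B positive control; higher means more Nile Red kept so more efflux inhibition; some compounds called inactive have numbers as strong as hits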
Numbers without * were called inactive; ? = inconclusive; / = no result given. These rows are one share of the data. The share of hits here may be higher or lower than overall.

SMILES	TPT1 inhibitor	PP1 counter	LYPLA2 inh	CTSL1 counter	core dimer inh	PREPL inh	PP5 primary	GASC-1 inh	Efflux pump mplx
CC1=C(C(N)=O)C(c2ccccc2)n2nc(-c3cccc(C)c3)nc2N1 (stereo not given)	-4	0	-6	1	-4	9	-1.4	1	0.1
COc1ccc(OCC(=O)N2c3ccc(C)cc3C3CN(C)CCC32)cc1 (stereo not given)	0	-3	10	4	-2	-14	2.0	0	0.2
COc1ccc(S(=O)(=O)NNC(=O)C2COc3ccccc3O2)cc1[N+](=O)[O-] (stereo not given)	-2	-3	-2	1	0	-8	0.3	-16	0.0
CCn1nc(NC(=O)c2ccco2)c2cc3ccccc3nc21	0	-4	-9	-3	-13	17	3.4	3	0.0
COc1ccc(Cl)cc1NC(=S)NNC(=O)c1cccnc1	0	-1	8	1	0	4	-0.5	14	-0.1
Cc1ccc2nc(N(CCCN(C)C)C(=O)c3cc4ccccc4oc3=O)sc2c1	-4	3	2	9	-6	-24	2.0	-1	0.0
Cc1ccc(CN2CCC(c3cc(-c4cccs4)n[nH]3)CC2)cc1	1	1	6	-4	-5	-2	3.4	-10	-0.2
CCN(CC(O)COCc1ccc(Cl)cc1)C1CCCCC1 (stereo not given)	2	-2	7	-1	0	32	2.6	3	0.2
C=CCNCCCOc1ccc(Cl)cc1Br	2	-6	6	-2	4	-7	3.2	5	-0.7
CC1CCCC(C(=O)O)N1C(=O)CCSSCCC(=O)N1C(C)CCCC1C(=O)O (stereo not given)	0	0	-4	6	-4	7	-1.6	-46	0.1
COc1ccc(-c2csc(NC(=O)c3ccccc3Br)c2C(=O)O)cc1	-4	3	-1	0	15	-1	-0.7	3	-0.2
CCOc1ccc(C(=O)NCC2(c3ccccc3)CCOCC2)cc1	9	-5	-1	0	6	5	-1.4	4	-0.1
O=c1c(-c2ccc(Cl)cc2)coc2c(CN3CCOCC3)c(O)ccc12	1	-5	-2	0	10	17	1.8	3	0.1
COc1cc(Br)cc2cc(C(=O)N3CCCCC3C)c(=O)oc12 (stereo not given)	3	-4	-5	-9	0	2	0.6	-9	0.2
Brc1ccccc1-c1nnc(CSc2nncn2-c2ccccc2)o1	4	2	-4	3	23	4	-2.8	-3	-0.2
COc1ccc(-c2nnc3ccc(SCC(=O)Nc4nc5ccccc5s4)nn23)cc1OC	3	1	-14	2	3	-27	2.8	9	-0.2
CC(=O)Oc1cccc(N2C(=O)c3ccc(C(=O)Nc4cccnc4)cc3C2=O)c1	2	-1	11	-23	-6	0	1.8	7	0.1
O=C(NCCc1ccc(Cl)cc1)c1ccc2ccccc2n1	3	4	-7	1	11	-25	3.4	-3	0.1
Cc1cccc(N2CCN(C(=O)CCN3C(=O)C4C5C=CC(C5)C4C3=O)CC2C)c1 (stereo not given)	1	0	-3	-1	-4	2	4.9	-2	0.0
O=C(OCCc1ccccc1)c1cc(O)c(O)c(O)c1	-4	0	-14	1	-22	20	-0.9	2	-0.3
COc1cccc(NC(=O)c2ccccc2C(F)(F)F)c1	0	0	-1	-11	-2	4	0.2	-3	0.5
Cc1ccc(Cl)cc1N1C(=O)CC(Sc2ncccn2)C1=O (stereo not given)	0	-3	-4	-4	-11	0	3.9	-4	0.0
O=C(O)C1CC=CCC1C(=O)NCc1ccc2c(c1)OCO2 (stereo not given)	-1	-5	1	4	0	4	-1.0	-4	-0.1
O=C(c1ccc(F)cc1Cl)N(Cc1ccco1)C1CCS(=O)(=O)C1 (stereo not given)	/	-1	6	/	/	2	-1.0	/	-0.1
COc1ccc(CNC(=O)C2CC(c3ccc(C(F)(F)F)cc3)=NO2)cc1 (stereo not given)	2	0	2	0	-8	-10	3.5	1	0.2

(cont.)
SMILES	TPT1 inhibitor	PP1 counter	LYPLA2 inh	CTSL1 counter	core dimer inh	PREPL inh	PP5 primary	GASC-1 inh	Efflux pump mplx
O=C(NCCc1c[nH]c2ccccc12)c1cccc(Br)c1	-5	5	7	0	-3	0	2.3	-8	-0.1
Cc1cc(NCCCn2ccnc2)n2c(nc3ccccc32)c1C#N	11	0	5	3	-1	28	1.7	-4	-0.1
Cc1nnc(Sc2nc3c(c(=O)[nH]c(=O)n3C)n2Cc2ccccc2)s1	2	-2	-5	4	0	-9	-2.4	-7	0.0
O=C(c1ccc2ccccc2c1)C1CCCN(C(=O)c2noc3c2CCCC3)C1 (stereo not given)	1	4	0	-1	4	16	0.0	-3	0.3
Cc1ccc(-n2cc(CNCC3CC(=O)N(C4CC4)C3)c(-c3cccc(C)c3)n2)cc1 (stereo not given)	2	-1	4	-2	0	21	1.1	12	-0.1
CCOC(=O)C1=C(C)NC(=O)NC1c1ccc(OCC(=O)Nc2ccccc2)c(OC)c1 (stereo not given)	-2	-2	2	6	-4	-4	0.2	-18	0.1
Cc1ccc(-c2noc(-c3cccs3)n2)cc1	1	-6	0	-1	-2	7	0.2	3	0.0
CCc1noc(C)c1C(=O)N1CCN(S(=O)(=O)c2ccc(Br)cc2Cl)CC1	5	-1	3	3	1	15	3.2	?	0.2
C=C(C)c1cccc(C(C)(C)NC(=O)Nc2cccnc2)c1	0	2	0	-2	-3	-12	1.3	-17	-0.1
COc1ccc(CCn2c(=N)c(C(=O)NCc3ccco3)cc3c(=O)n4ccccc4nc32)cc1	12	6	2	-3	35	25	2.9	-7	1.3*
Cc1ccc(NC(=O)CSc2nnc(N)s2)c([N+](=O)[O-])c1	0	2	1	0	2	-5	-0.2	14	0.0
Cc1cc(C)c[n+](CC(=O)c2cc3ccccc3oc2=O)c1	3	-2	-2	-2	-2	3	-0.7	12	0.0
CCOC(=O)C1C(=O)NC(c2ccccc2)=NC1c1ccc(C(C)C)cc1 (stereo not given)	3	1	-11	-4	10	9	1.2	7	0.1
Cc1occc1C(=O)OCC(=O)Nc1ccc(F)cc1	0	-1	0	-4	-3	-4	2.6	-37	-0.2
O=C(CN1CCOCC1)Nc1nc2ccc(F)cc2s1	-1	0	4	-1	6	-14	0.9	-7	0.0
O=C(Nc1ccccn1)C(NS(=O)(=O)c1cccc2nsnc12)c1ccccc1 (stereo not given)	-3	-1	5	-4	8	1	0.9	0	0.3
COc1ccc(C(=O)NCC(=O)OCC(=O)N(C)c2ccccc2)cc1	-5	-4	-1	-12	-3	16	0.5	9	0.0
O=C(NCc1cccc(Cl)c1)N1CCN(S(=O)(=O)c2ccccc2F)CC1	0	-1	-1	-1	6	-6	2.4	-15	0.0
CCOC(=O)CNc1ncnc2nc[nH]c12	1	-1	4	2	-1	-2	1.0	21	-0.1
CC(NC(=S)NC1CCCCC1)C(c1cccs1)N1CCOCC1 (stereo not given)	2	-6	-4	0	-4	0	-0.5	-3	0.2
CCOC(=O)COc1ccc2c(c1)C(=O)CC1(CCN(C(C)=O)CC1)O2	-1	-3	7	-3	-1	2	1.1	-3	0.1
CC(=O)Nc1ccc(N=Cc2ccc[nH]2)cc1	2	7	-1	0	-4	11	4.8	-3	0.1
COCCCNC(=O)CCC(=O)Nc1ccc2nc(N3CCOCC3)cc(C)c2c1	1	-1	0	0	-2	-1	-0.2	-3	0.0
CN(C)c1cccc(C(=O)N2CCCC(C(=O)c3cc(F)ccc3F)C2)c1 (stereo not given)	-1	-2	2	-1	7	11	1.0	?	-0.9
COC(=O)c1ccc(S(=O)(=O)N2CCOCC2)o1	0	-2	4	-1	-10	5	1.3	2	-0.1

Carrying on.
SMILES	TPT1 inhibitor	PP1 counter	LYPLA2 inh	CTSL1 counter	core dimer inh	PREPL inh	PP5 primary	GASC-1 inh	Efflux pump mplx
O=C(Nc1cc(Sc2ccccn2)cc([N+](=O)[O-])c1)c1ccc(Cl)cc1	2	12	-55	0	19	9	8.5	-5	0.2
Cc1ccc2nc(SCC(=O)NC(=O)NCc3ccco3)[nH]c2c1	8	3	-12	3	17	6	4.3	-11	0.1
CCc1c(C#N)c(SCCC(=O)Nc2ccc(F)cc2)nc2c1C(=O)CC(C)(C)C2	-1	6	-45	3	10	21	4.0	6	0.1
COc1cc(C(=S)N2CCOCC2)ccc1O	-1	-2	-3	0	0	-7	2.3	-40	0.0
Cc1c(C(N)=O)sc2nc(-c3ccccc3)cn12	-1	1	2	9	3	0	0.6	-1	-0.1
Fc1ccc(C(c2nnnn2Cc2cccs2)N2CCN(C3CCCCC3)CC2)cc1 (stereo not given)	-4	-1	8	1	8	12	2.7	?	-0.2
S=C(c1ccccc1)N1CCCC1	2	1	-7	-1	3	0	0.4	13	0.1
CCN(CC(=O)Nc1ccc(NC(C)=O)cc1)C(=O)CCCOc1cccc(C)c1	0	-5	3	0	1	6	-1.0	5	0.0
CCOC(=O)COc1ccc(S(=O)(=O)NC2CC2)cc1	-5	2	-1	0	-1	-3	1.0	-7	0.0
CCOC(=O)c1nnc(-c2cccs2)nc1NC(C)C	-5	0	-3	4	0	-5	1.4	-1	0.1
CCN(CC)C(=O)c1nc[nH]c1C(=O)N1CCc2ccccc2C1	/	-2	1	/	/	12	1.1	2	-0.3
CCN(CC)CCOC(=O)c1ccc(N/C=C(/C#N)c2nc(-c3ccc(OC)c(OC)c3)cs2)cc1	2	66*	-11	2	16	37	2.2	-17	0.1
Cc1occc1C(=O)N/N=C/c1ccccc1[N+](=O)[O-]	2	-3	-4	-2	1	-4	2.9	13	0.2
O=C(O)c1cccc(S(=O)(=O)Nc2cc(Cl)ccc2Cl)c1	2	0	8	2	-6	12	0.0	7	-0.1
CCOc1ccccc1NC(=O)c1ccc(C(=O)Nc2ccccc2OCC)nc1	-1	-4	2	1	11	-1	-3.0	-13	-0.1
OCC1CCCN(C(=S)Nc2ccc(OC(F)F)cc2)C1 (stereo not given)	-2	-2	5	2	3	4	-1.6	-5	0.0
Cc1ccc(C(=O)O/N=C2\CCSc3ccc(C)cc32)cc1	-3	-3	4	-6	3	13	1.4	-5	0.0
O=C(NC(=S)NNC(=O)c1ccccc1O)c1ccccc1	-3	0	-4	-1	-4	-2	0.9	-5	0.1
Cc1ccc(C)c2sc(N3CCN(C(=O)c4ccc([N+](=O)[O-])o4)CC3)nc12	-4	1	7	0	1	17	0.5	-11	0.0
Cc1cccc(N2C(=O)N3[C@H](c4ccc(Cl)cc4)[C@@H]4C(=O)N(C5CCCCC5)C(=O)[C@@H]4[C@]3(Cc3ccc(Cl)cc3)C2=O)c1	-5	3	-21	4	9	13	2.4	-3	0.1
O=C(CSC(=S)N1CCCC1)N(Cc1nnc(-c2ccccc2Cl)o1)C1CC1	/	0	-4	/	/	7	2.9	9	0.0
